Screening results: PubChem BioAssay, several laboratories
NCF1 inh: blocks human p47phox regulatory protein of NADPH oxidases. p47phox/p22phox peptide binding, fluorescence polarization, 2 h. inhibition, % at 24.7 µM. actives 0.53% (n = 220,000). AID 1274;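 active = inhibition above about 30%, limit read from the data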;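 note: 0% = p47phox with labelled peptide and 100% = labelled peptide alone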
Target sequence (P14598 whole entry, looked up): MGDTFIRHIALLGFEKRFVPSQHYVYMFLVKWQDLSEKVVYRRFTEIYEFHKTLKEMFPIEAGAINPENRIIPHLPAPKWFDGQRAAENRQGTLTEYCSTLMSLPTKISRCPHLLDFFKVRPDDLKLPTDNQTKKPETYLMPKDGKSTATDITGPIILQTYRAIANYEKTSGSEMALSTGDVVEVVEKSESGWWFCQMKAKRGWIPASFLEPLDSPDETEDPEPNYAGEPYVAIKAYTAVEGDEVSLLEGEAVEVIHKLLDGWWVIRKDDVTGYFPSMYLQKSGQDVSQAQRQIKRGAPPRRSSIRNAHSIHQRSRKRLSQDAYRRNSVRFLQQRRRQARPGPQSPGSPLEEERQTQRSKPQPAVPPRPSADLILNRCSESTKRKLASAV
Calpain2 inh: blocks pig calpain II enzyme activity | purified calpain II, fluorogenic peptide substrate, 30 min | inhibition, % at 16 µM | actives 0.37% (n = 220,000) | AID 1236;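 active = inhibition above about 50%, limit read from the data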
p97 inhibitor: inhibitors of human p97 ATPase | recombinant p97 ATPase, Kinase-Glo ATP luminescence, 3 h | actives 0.42% (n = 220,000) | P55072 | AID 1481 | inhibition, % at 8 µM; in the data active = inhibition above about 15%;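 note: 0% = DMSO vehicle and 100% = wells lacking enzyme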
EBV gp42 block: inhibitors of Epstein-Barr virus glycoprotein 42. Fluorescence polarization binding assay, mP read-out. inhibition, % (tested at 21.74 µM). actives 0.42% (n = 220,000). AID 1085; in the data active = inhibition above about 50%
Target sequence (Q1HVG2 whole entry, looked up): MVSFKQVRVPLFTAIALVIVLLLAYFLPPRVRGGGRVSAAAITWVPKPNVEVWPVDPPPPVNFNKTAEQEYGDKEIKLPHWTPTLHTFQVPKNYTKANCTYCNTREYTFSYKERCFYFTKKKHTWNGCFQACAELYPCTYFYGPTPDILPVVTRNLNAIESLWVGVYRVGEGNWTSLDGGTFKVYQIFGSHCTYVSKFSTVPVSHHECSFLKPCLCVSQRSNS
RBBP9 inh: inhibitors of human serine hydrolase RBBP9; O75884; actives 0.2% (n = 220,000); recombinant RBBP9, FP-Rh probe fluorescence polarization; AID 1515; inhibition, % at 7.94 µM;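 active = inhibition above the campaign mean of all tested compounds plus 3 SD, cut at about 14% in these data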;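 note: plate controls were DMSO wells with RBBP9 for no effect and wells lacking RBBP9 protein for full effect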
Target sequence (O75884 whole entry, looked up): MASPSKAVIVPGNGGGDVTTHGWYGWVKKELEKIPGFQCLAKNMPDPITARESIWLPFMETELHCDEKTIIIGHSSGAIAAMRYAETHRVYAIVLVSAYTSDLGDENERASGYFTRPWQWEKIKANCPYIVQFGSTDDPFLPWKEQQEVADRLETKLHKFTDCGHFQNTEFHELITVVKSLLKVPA
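Measured by: FP readout at 525/598 nm; material: recombinant human RBBP9; also added: Serine-hydrolase probe FP-Rh, 375 nM pre-mixing; medium: Tris buffer pH 8.0, NaCl, Pluronic; replication: one well per compound; doses: one concentration, 7.94 µM nominal, 0.794% DMSO; timing: preincubation 30 min plus labeling 45 min at 25 °C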
Tb hexokinase: blocks Trypanosoma brucei hexokinase 1 activity; recombinant TbHK1, G6PDH-coupled NADH A340; inhibition, % at 10 µM; actives 0.11% (n = 220,000);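 active = inhibition of 50% or more in the single-dose primary screen; inactive = inhibition below 50%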
Runt-SMMHC FRET: Runt domain-CBFb-SMMHC interaction inhibition; Q01196+Q13951; Cerulean-Runt/Venus-CBFb-SMMHC FRET ratio 530/480, 1 h; inhibition, % at 20 µM; actives 0.74% (n = 220,000); AID 1434;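 active = mean inhibition across duplicate retests at 20 µM reaching about 50%, limit read from the data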;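 note: 0% = DMSO wells and 100% = wells with excess untagged CBFb-SMMHC; inhibitors lower the FRET ratio by blocking Runt binding to CBFb-SMMHC; some results filed as inactive read as strong as hits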
Runt-CBFb FRET: Runt domain-CBFb interaction inhibition; actives 0.46% (n = 220,000); Cerulean-Runt/Venus-CBFb FRET ratio 530/480, 1 h; Q01196+Q13951; AID 1496; inhibition, % at 20 µM;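 active = inhibition over about 50% at 20 µM in the single-dose screen, limit read from the data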;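 note: 0% = DMSO wells and 100% = excess unlabeled CBFb competitor control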
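Schedule: protein complex preformed 1 h, compound exposure 1 h, room temperature, dark; test system: Cerulean-labeled Runt domain protein; amount: 100 nM per protein; buffer or medium: Tris 50 mM pH 7.5, KCl, K2SO4, 0.01% BSA; read-out: loss of energy transfer signal; detection: FRET fluorescence; controls: 5 µM unlabeled CBFb as full-inhibition high control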
Furin inh: human furin inhibition; inhibition, % at 30 µM; actives 0.061% (n = 220,000); P09958; AID 463115; purified furin, fluorogenic substrate cleavage; in the data active = inhibition above about 25%; note: inactives centre near -15
Numbers without * were called inactive; x = no result given; [ ] = dose if it differs, or a comment.

Results follow in this order: NCF1 inh	RBBP9 inh	Furin inh	Tb hexokinase	p97 inhibitor	Runt-CBFb FRET	Runt-SMMHC FRET	EBV gp42 block	Calpain2 inh
> CC(=O)O[C@H]1C(=O)[C@@]2(C)[C@H]([C@H](OC(=O)c3ccccc3)[C@]3(O)C[C@H](OC(=O)[C@H](O)C(NC(=O)c4ccccc4)c4ccccc4)C(C)=C1C3(C)C)[C@]1(OC(C)=O)CO[C@@H]1C[C@@H]2O (stereo not given in full)
  -4	x	-5	-23	x	-1	-4	-11	7
> O=C(CCC(=O)OCC(=O)c1ccc(Br)cc1)NC1CCCCC1
  -3	-6	-9[20 µM]	-6	4	4	0	5	20
> Cc1ccc(/C=C2/C(=O)N=C(N)N2C)s1
  -2	-9	-5	-26	-2	-2	-2	-3	-8
> Cc1ccc2nc(CSc3nnc(Nc4ccccc4F)s3)cc(=O)n2c1
  -13	-3	-22	-17	-1	0	-3	9	-31
> CCOC(=O)Cc1csc(NC(=O)CSc2ncnc3c2cnn3-c2ccc(OC)cc2)n1
  -12	-20	-14	-4	3	-2	-1	-12	-54
> Cc1ccc(N2CC(C(=O)OCC(=O)C(C)(C)C)CC2=O)cc1C (stereo not given)
  7	-6	-26	9	2	-2	2	0	-2
> Cc1cccn2c(CN3CCNC(=O)CC3)c(C(=O)N(C)CCc3ccccc3)nc12
  -2	2	-14	-10	6	-1	4	-7	9
> O=C(COC(=O)c1cccnc1Nc1cccc(C(F)(F)F)c1)NC1CCS(=O)(=O)C1 (stereo not given)
  -26	-5	-18	-7	3	-10	-5	-19	-6
> COc1cc(C#N)c(NC(=S)N2CCOCC2)cc1OC
  -10	-5	-17	-3	5	1	2	4	-3
> CCOC(=O)c1cc(-c2ccccc2)sc1NC(=S)Nc1cc(C)ccn1
  -1	-5	-15[20 µM]	-8	4	-21	-47	-87	-191
> Cc1[nH]c2ccccc2c1/C=N/NC(=O)c1cccc(S(=O)(=O)Nc2cccc(C(F)(F)F)c2)c1
  -20	9	-15	-5	12	-3	-14	-22	-215
> Cc1ccnc(NS(=O)(=O)c2ccc(NC(=O)C3C4C=CC(C4)C3C(=O)O)cc2)n1 (stereo not given)
  1	-7	-11	-2	4	0	-3	-11	17
> CN(C)c1ccc(N=Nc2ccccc2C(=O)OCC(=O)Nc2ccccc2C(F)(F)F)cc1
  1	-2	0	-1	-5	-9	-8	-2	14
> Cc1sc2nc(C(C)Sc3n[nH]c(N)n3)[nH]c(=O)c2c1C (stereo not given)
  -27	2	-21	0	8	1	-3	-19	-28
> Cc1nn(-c2ccccc2)c(/N=C/c2ccc(O)cc2)c1-c1ccccc1
  -62	7	-22	31	4	-2	3	11	-10
> COc1ccc(CN2CCN(c3ccccn3)CC2)c(OC)c1C
  0	3	-13	-6	8	0	-5	7	4
> COc1ccccc1/C=N/NC(=O)c1csc(C)c1C
  -2	-6	-18	-14	4	-2	-2	1	-7
> COCCn1c(=O)[nH]c2cc(C(=O)NCCN3CCN(c4cccc(Cl)c4)CC3)ccc2c1=O
  -4	-16	-20[20 µM]	-13	-3	-2	0	9	3
> O=C(CCn1c(=O)[nH]c2ccccc2c1=O)N1CC=C(c2ccccc2)CC1
  -1	0	-17	-4	2	-1	-1	2	-5
> CC(=O)c1cccc(NC(=O)Nc2ccc3c(c2)N(C)C(=O)CS3)c1
  -21	-8	-17[20 µM]	-4	-1	0	-3	2	-281
> COc1ccc(OC)c(N(CC(=O)O)S(=O)(=O)c2ccc(OC)c(OC)c2)c1
  5	-6	-28	0	6	0	1	-7	-9
> COC(=O)c1ccc(S(=O)(=O)N2CCC(O)CC2)n1C
  4	-10	1	4	-2	4	2	-2	2
> CC(C)(C)NC(=O)CSc1nnc(-c2ccccn2)n1-c1ccccc1
  -2	-4	-19	-4	5	1	0	-4	-35
> CC(=O)Nc1cccc(Nc2nc(-c3ccccc3F)nc3ccccc23)c1
  -18	-8	-2	-25	7	1	0	5	-19
> COc1cc(S(=O)(=O)Nc2cccc(C)c2)ccc1N=Cc1c(C)[nH]n(-c2ccccc2)c1=O
  -30	-9	-23	14	-1	-8	-16	2	-54
> CC(C)(C)c1cc[n+](/C(C(=S)NC2CC2)=C(/[O-])c2ccc(Cl)s2)cc1
  -21	1	-12[20 µM]	-29	4	3	-3	-22	-14
> Cc1cc(Nc2ccccc2)n(C(=O)c2ccc(N)cc2)n1
  -11	-7	-24[20 µM]	-25	1	-5	-8	4	7
> COc1ccc(N(CC(=O)Nc2cc(Cl)ccc2OC)S(=O)(=O)c2c(C)noc2C)cc1
  -5	-7	-17	-10	4	1	0	1	10
> COC(=O)c1ccccc1NC(=O)c1cc2n(n1)C(C(F)F)CC(C(F)F)N2 (stereo not given)
  -5	-4	-23[20 µM]	-7	0	3	2	-23	3
> COc1ccc(OCCCC(=O)Nc2cccc([N+](=O)[O-])c2)cc1
  3	-5	-12	-1	-1	-1	3	-6	-7

Sorted by SMILES length (lowest first): part of the list above.
Results follow in this order: NCF1 inh	RBBP9 inh	Furin inh	Tb hexokinase	p97 inhibitor	Runt-CBFb FRET	Runt-SMMHC FRET	EBV gp42 block	Calpain2 inh
> Cc1ccc(/C=C2/C(=O)N=C(N)N2C)s1
  -2	-9	-5	-26	-2	-2	-2	-3	-8
> Cc1ccc(N2CC(C(=O)OCC(=O)C(C)(C)C)CC2=O)cc1C (stereo not given)
  7	-6	-26	9	2	-2	2	0	-2
> COc1ccc(N(CC(=O)Nc2cc(Cl)ccc2OC)S(=O)(=O)c2c(C)noc2C)cc1
  -5	-7	-17	-10	4	1	0	1	10

Later entries:
Results follow in this order: NCF1 inh	RBBP9 inh	Furin inh	Tb hexokinase	p97 inhibitor	Runt-CBFb FRET	Runt-SMMHC FRET	EBV gp42 block	Calpain2 inh
> O=C(c1ccc(Cn2c(=O)[nH]c3ccccc3c2=O)cc1)N1CCN(c2ccc(Cl)cc2)CC1
  1	-1	-12	-2	7	0	0	-18	-237
> NC(=O)NC(CC(=O)OCC(=O)NC(=O)NCc1ccco1)c1ccc(Cl)cc1 (stereo not given)
  -8	0	-26	-2	3	-1	-1	-8	-6
> CCOCCOC(=O)NCCCCCCNC(=O)OCCOCC
  -11	-6	-11	-9	-1	-3	-4	-16	-12
> COc1cc(C2C(C#N)=C(N)Oc3cc(C)oc(=O)c32)ccc1OC(=O)N1CCOCC1 (stereo not given)
  -9	-4	-15	-2	4	0	10	-5	-43
> O=C(Nc1ccc(Cl)cc1)N1CCCN(c2ccc(C(F)(F)F)cc2[N+](=O)[O-])CC1
  -9	-5	-12	0	1	0	-3	-17	2
> CCCC(C(=O)NCc1ccco1)N(C(=O)CNS(=O)(=O)c1ccccc1)c1ccccc1OC (stereo not given)
  -5	-14	-7	7	-5	0	-2	-23	-8
> O=C(CSc1nnc(CNC(=O)c2ccco2)o1)c1ccccc1
  -9	-4	-13[20 µM]	-10	-6	2	1	-3	27
> Cc1cccc(C(=O)NC(NCc2ccco2)C(Cl)(Cl)Cl)c1 (stereo not given)
  5	-8	-23[20 µM]	2	1	-2	-2	-19	4
> Cc1cccc(C)c1NC(=O)NC1(C(=O)NCCCN2CCOCC2)CCCCC1
  -10	-3	-18[20 µM]	4	2	-2	5	-22	-24
> CCCC(c1nnnn1C(C)(C)CC)N(Cc1ccco1)Cc1cc2ccc(OC)cc2[nH]c1=O (stereo not given)
  -27	-9	-27[20 µM]	-17	-4	14	13	-4	-48
> CN(C)/C(CN1CCN(C=O)CC1)=C1\N=C(c2ccccc2)OC1=O
  -2	-9	-6[20 µM]	-36	-3	1	-4	15	26
> Cc1cccc(N2CCN(C(=O)c3cc(S(=O)(=O)N(C)C)ccc3N3CCCC3)CC2)c1C
  -28	15*	-15	-3	2	-66	-2	-17	-2
> CCOc1ccc(-c2n[nH]c(C(=O)NN)c2C)cc1
  -11	1	-5	-7	-2	-2	4	5	17
> COc1cc(C(=O)Nc2ccc(Cl)c(C(F)(F)F)c2)cc(OC)c1OC
  0	-24	-3	25	-1	-2	-1	15	-10
> CCC(=O)Nc1cccc(C2=NOC3(C2)C[C@H](C(N)=O)N(C(=O)c2ccc(Cl)cc2)C3)c1 (stereo not given in full)
  -12	x	-18	-9	x	1	-1	-27	3
> NC(=O)N/N=C/c1cn(CC(=O)Nc2ccc(F)cc2)c2ccccc12
  -4	-4	-24	-9	5	0	-2	-22	-13
> O=C(c1ccccc1)c1cccn1CC(=O)N1CCc2ccccc2C1
  1	0	-8	-18	3	-1	-2	-2	38
> COc1ccc(OC)c(-n2c(=O)c3ccccc3c3ccccc3c2=O)c1
  -16	-2	-10	-6	5	0	1	-11	2
> O=C(NCCC1=CCCCC1)C1CCC(CNc2nc(=S)[nH]c3ccccc23)CC1 (stereo not given)
  -1	1	-19	-18	0	1	2	-2	-7
> COC(=O)C1=C(C)N(c2ccc(C)cc2)/C(=C/c2cccs2)C1=O
  -7	0	-7[20 µM]	-15	2	-2	-3	1	-10
> Cc1nc(OCC(=O)c2ccc(Cl)cc2)c(C#N)c2c1COC(C)(C)C2
  122*	-9	-9[20 µM]	-7	-2	2	1	15	12
> CC(C)c1nc2ccccc2n1CCC(=O)O
  -4	-8	-11[20 µM]	-8	-3	2	2	-7	15
> Cc1cc(F)ccc1S(=O)(=O)Nc1ccccc1C(=O)Nc1ccccc1N1CCOCC1
  -1	5	-6[20 µM]	-12	1	-1	0	14	-12
> O=C(NCC1CCCO1)c1cccc(Oc2ccc([N+](=O)[O-])cc2Cl)c1 (stereo not given)
  -12	-8	-16	-5	4	-1	-4	-16	37
> COc1ccc2[nH]c3c(=O)n(Cc4ccc(C(=O)N5CCC(C(N)=O)CC5)cc4)c(=S)[nH]c3c2c1
  -87	3	-34	-9	6	16	20	-8	-164
> CCN(CC)S(=O)(=O)c1ccc(NC(=O)CN(c2cccc(C)c2)S(C)(=O)=O)cc1
  -24	-5	-23[20 µM]	-1	-3	-4	-1	-10	-11
> CCS(=O)(=O)c1ccc(-c2csc(-c3ccc(Cl)cc3)n2)c(Cl)c1Cl
  -5	2	-3[20 µM]	2	5	1	0	-7	23
> Cc1ccc(S(=O)(=O)Nc2cc(C(=O)NCCN(C)C)ccc2N2CCCCC2)cc1
  -4	-4	-24	4	-1	1	-4	-4	-22
> O=C(Cc1ccccc1)NCCc1cccc(Cl)c1
  -13	-9	-11	-2	-6	-4	1	-13	-8
> CCOc1ccc(C(CCc2ccccc2)NC(=O)c2ccc(OC)c(OC)c2)cc1OCC (stereo not given)
  -4	-10	-13[20 µM]	-24	-2	-13	-6	4	-97
> Nc1cc(=O)[nH]c(SCC(=O)Nc2ccccc2Sc2ccccc2)n1
  -4	-3	-22	8	3	0	3	-3	-21
> CC(C)c1nc(SCC(=O)Nc2ccc3c(c2)OCO3)n[nH]1
  -8	4	-21[20 µM]	-8	5	2	-3	-22	-25
> CCc1ccc2c(COC(=O)CNS(=O)(=O)c3ccc(NC(C)=O)cc3)cc(=O)oc2c1
  -12	-8	-5	-2	-1	0	4	-7	23
> Cc1cc(C)cc(OCCNC(=O)C(C)N2C(=O)c3ccccc3C2=O)c1 (stereo not given)
  -8	-5	-18	-2	0	x	0	-10	-33
> O=C(CN1C(=O)NC2(CCCCC2)C1=O)NCCC1=CCCCC1
  -9	-6	-15	0	3	0	-1	-7	6
> COc1ccc(NC(=O)COc2ccccc2C#N)c(S(=O)(=O)N2CCCCC2)c1
  -14	-8	-22	1	3	-3	-2	-18	18
> COc1ccc(-n2c(C)cc(C(=O)CN3C(=O)C(=O)N(Cc4ccccc4)C3=O)c2C)cc1
  -29	-7	-30	-3	5	0	-2	-17	-69
> Cc1cccc(Nc2nnc(SC3CCOC3=O)s2)c1C (stereo not given)
  -8	-5	-36	-4	8	1	-1	-3	12
> Cn1c(CCc2ccc(N)cc2)nc2ccccc21
  -8	4	-17	-1	2	2	-3	-1	-24
